ALOX12 inh: ALOX12 (human) lipoxygenase inhibition | purified 12hLO, xylenol orange hydroperoxide absorbance | Potency, µM (doses to about 108 µM), for the others: top-dose activity change, negative = inhibition, hits mostly inhibitors | 1.1% of 580,000 active; note: potency is the fitted concentration of half-maximal effect; % is set by controls: 0 for no effect and ±100 for the full control effect
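Purified human 12hLO at 150 nM in 25 mM Hepes, 0.01% Triton X-100, pH 7.0, preincubated 15 min at room temperature with compound. Reaction started with 40 uM arachidonic acid, 30 min at room temperature. Hydroperoxide measured by Fe-xylenol orange, 573/405 nm absorbance ratio.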
POLB inh: blocks human DNA polymerase beta activity | Potency, µM (highest dose often 114 µM), for the others: top-dose activity change, negative = inhibition, most hits filed as inhibitors | AID 485314 | 1.3% of 340,000 active | Pol beta primer extension/strand displacement, fluorescence kinetic; note: potency is the fitted concentration of half-maximal effect; % is set by controls: 0 for no effect and ±100 for the full control effect
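10 nM enzyme + cpd, 15 min RT; start with substrate 50 nM final; read 0 min and after 10 min RT. Corrected, normalized data; 4-parameter Hill curve fit.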
Apoferritin bind: candidate novel general anesthetic via apoferritin binding | Potency, µM (highest dose often 77.5 µM), without a hit: at the highest dose activity change, negative = displacement, most hits filed as inhibitors | 0.074% of 350,000 active | apoferritin/1-aminoanthracene competitive binding, fluorescence | AID 485281 | P02791; note: potency is the fitted concentration of half-maximal effect; % is set by controls: 0 for no effect and ±100 for the full control effect; nearly all actives have a fitted effect of over 20% in size
Target sequence (P02791 2-175 limits assumed): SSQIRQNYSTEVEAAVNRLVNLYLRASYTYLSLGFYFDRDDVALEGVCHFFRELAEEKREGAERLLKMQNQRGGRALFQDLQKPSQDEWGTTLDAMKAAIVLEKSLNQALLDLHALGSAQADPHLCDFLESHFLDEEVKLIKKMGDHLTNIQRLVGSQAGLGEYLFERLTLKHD
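In PBS, apoferritin at 10 uM is loaded with 1-AMA from a 50% saturated solution. After 10 min of compound exposure at ambient temperature, reduced 535 nm fluorescence indicates probe displacement.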
BLM helicase inh: Bloom syndrome helicase (human) inhibition; recombinant BLM DNA unwinding, fluorescence dequenching; Potency, µM (doses to about 56.1 µM), without a hit: top-dose activity change, negative = inhibition, actives largely listed as inhibitors; 0.2% of 350,000 active; P54132; AID 2528;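 note: potency is the fitted concentration of half-maximal effect; plate controls were vehicle for no effect and no enzyme for full effect; nearly all actives have a fitted effect of over 35% in size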
Pol kappa inh: DNA polymerase kappa (human) inhibition | AID 588579 | Q9UBT6 | purified Pol kappa, fluorescent DNA synthesis assay, 10 min | Potency, µM (top dose mostly 107 µM), for the others: top-dose activity, negative = inhibition, hits mostly inhibitors | 0.53% of 400,000 active; note: potency is the fitted concentration of half-maximal effect; % is set by controls: 0 for no effect and ±100 for the full control effect
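Kinetic fluorescence readout at 0 and 10 min followed reaction start with substrate at 50 nM final. Beforehand, enzyme (10 nM Pol kappa) stood 15 min with compound at room temperature; buffer-only wells were negative controls.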
TRHR ag: agonists of human TRH receptor; 0.18% of 360,000 active; activation, % at 2 µM; P34981; AID 493084; TRHR cells, calcium flux fluo-8, FDSS agonist mode; in the data active = activation above about 30%; note: 0% is about no effect
Target sequence (P34981 whole entry, looked up): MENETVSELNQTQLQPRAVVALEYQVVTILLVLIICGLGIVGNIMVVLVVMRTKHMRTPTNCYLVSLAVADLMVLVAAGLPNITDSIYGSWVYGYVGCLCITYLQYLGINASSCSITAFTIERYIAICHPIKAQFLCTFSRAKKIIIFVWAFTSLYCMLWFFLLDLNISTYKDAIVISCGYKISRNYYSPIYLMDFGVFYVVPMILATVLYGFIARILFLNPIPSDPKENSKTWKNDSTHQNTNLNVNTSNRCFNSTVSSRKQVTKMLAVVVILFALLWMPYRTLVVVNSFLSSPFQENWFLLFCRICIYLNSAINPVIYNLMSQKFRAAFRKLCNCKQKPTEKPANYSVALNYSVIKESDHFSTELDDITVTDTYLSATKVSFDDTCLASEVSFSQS
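TRHR-expressing cells loaded with fluo-8 calcium dye; 23 nL library compound pin-transferred, kinetic FDSS fluorescence (Ex 480/Em 530) recorded about 180 s for agonist-induced calcium release, before a 10 nM TRH EC20 addition for potentiator mode.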
ERG Ets-DNA blk: ERG Ets/DNA interaction inhibition. P11308. fluorescence polarization, His-ERG Ets domain / labelled DNA. Potency, µM (top dose mostly 76.9 µM), inactives show at the top dose FP activity, negative = inhibition, actives largely listed as inhibitors. 0.028% of 370,000 active; active = well fitted inhibition curve with a large enough effect in the polarisation, with a control signal flat; inconclusive = small, poorly fitted or top-dose-only effect, or effect the other way, or a change in a side signal; inactive = no such curve, though single readings can be large or run the other way; the % refers to the polarisation;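 note: polarization taken with two DNA probes labelled with fluorescein and Texas red; potency is the fitted concentration of half-maximal effect; % of control where 0% means no effect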
Target sequence (P11308 whole entry, looked up, the tested form may be a part): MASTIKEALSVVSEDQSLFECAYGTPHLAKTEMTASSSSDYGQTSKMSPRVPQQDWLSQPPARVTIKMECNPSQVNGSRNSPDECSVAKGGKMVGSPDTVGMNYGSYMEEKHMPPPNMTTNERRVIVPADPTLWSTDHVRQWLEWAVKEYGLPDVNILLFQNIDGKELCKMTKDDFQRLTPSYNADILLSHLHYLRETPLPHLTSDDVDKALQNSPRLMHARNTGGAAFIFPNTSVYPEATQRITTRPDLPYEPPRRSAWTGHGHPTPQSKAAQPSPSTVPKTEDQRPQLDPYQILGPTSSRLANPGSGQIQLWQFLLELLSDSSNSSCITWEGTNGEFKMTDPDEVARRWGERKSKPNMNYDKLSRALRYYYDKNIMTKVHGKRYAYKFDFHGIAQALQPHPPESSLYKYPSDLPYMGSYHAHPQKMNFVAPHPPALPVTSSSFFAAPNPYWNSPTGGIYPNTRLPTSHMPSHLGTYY
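His-tagged ERG Ets domain (1 uM in the protein solution; 300mM KCl, 50mM Tris-HCl, 1mM EDTA, 1mM DTT, pH 7.5) received compound, then a probe mix of 5 nM fluorescein-DNA and 100nM Texas-615-DNA. Fluorescence polarization was read for both dyes.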
APE1 inh: inhibitors of human APE1 endonuclease. recombinant APE1, TAMRA/BHQ-2 abasic DNA cleavage fluorescence. AID 2517. 0.35% of 350,000 active. P27695. Potency, µM (titrated, usually from 65.8 µM), without a hit: at the top dose activity change, negative = inhibition, actives largely listed as inhibitors;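 note: potency is the fitted concentration of half-maximal effect; plate controls were vehicle for no effect and reference inhibitor for full effect; nearly all actives have a fitted effect of over 55% in size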
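Kinetic fluorescence read (525 ex/598 em nm, three reads 60 s apart) of AP-site incision; signal = third minus first read. Enzyme 0.75 nM, dual-labelled THF duplex 50 nM, compound preincubation 15 min RT.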
POLI inh: blocks human DNA polymerase iota activity; Q9UNA4; Pol iota fluorescent replication assay, 10 min; Potency, µM (series often up to 115 µM), for the others: top-dose activity, negative = inhibition, actives largely listed as inhibitors; 1% of 390,000 active; AID 588590; note: potency is the fitted concentration of half-maximal effect
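Pol iota at 10 nM preincubated 15 min with compounds at room temperature; reaction started with fluorescent substrate, 50 nM final. Fluorescence read kinetically at 0 and 10 min; buffer-only wells as negative control.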
* marks the source's active call; other numbers are inactive results; ? = inconclusive; . = no result given; & = joins results of further samples; [ ] = another dose, or the depositor's remark. Unless noted, calls come from the whole dose curve; as a rule, active = well fitted curve in the direction sought with a large enough effect; inconclusive = small, poorly fitted or top-dose-only effect, or another doubt; inactive = no such curve, though single readings can be large; an effect the other way counts as inactive or inconclusive.

A first look:
#1 CCOC(=O)C1C(=O)NC2(C)CC1c1cc(OC)ccc1O2 (stereo unspecified)
#2 Cc1ccnc(-n2c(C)cc(C=C3C(=O)N(C)C(=S)N(C)C3=O)c2C)c1
#3 Cc1cccc(NC(=O)Cn2cc(C(=O)C3CC3)c3ccccc32)c1C
#4 S=C=NCc1ccccc1
assay / compound	1	2	3	4
ALOX12 inh	1%	?	22%	.
POLB inh	18%	13%	?	.
Apoferritin bind	-4%	-14%	-1%	-5%
BLM helicase inh	-5%	-12%	-12%	-4%
Pol kappa inh	-2%	-25%	-10%	-3%[60.1 µM]
TRHR ag	-0.1	1.2	0.4	.
ERG Ets-DNA blk	.	9%	-8%	.
APE1 inh	-1%	8%	20%	4%
POLI inh	20%	?	?	.

The list itself, repeating the preview:
#1 CCOC(=O)C1C(=O)NC2(C)CC1c1cc(OC)ccc1O2 (stereo unspecified)
#2 Cc1ccnc(-n2c(C)cc(C=C3C(=O)N(C)C(=S)N(C)C3=O)c2C)c1
#3 Cc1cccc(NC(=O)Cn2cc(C(=O)C3CC3)c3ccccc32)c1C
#4 S=C=NCc1ccccc1
#5 CN(C)C(=O)Oc1ccnc2cc(Cl)ccc12
#6 O=C1C2CCCN2C(c2cccnc2)N1c1nccs1 (stereo unspecified)
#7 COc1ccc(CC(=O)N2C[C@H]3C[C@@H](C2)c2cccc(=O)n2C3)cc1
#8 CCC1(c2ccccc2)CCC(=O)NC1=O (stereo unspecified)
assay / compound	1	2	3	4	5	6	7	8
ALOX12 inh	1%	?	22%	.	8%	0%	11%	-1%[22.9 µM]
POLB inh	18%	13%	?	.	10%	32%	23%	.
Apoferritin bind	-4%	-14%	-1%	-5%	-5%	-2%	-9%	-1%
BLM helicase inh	-5%	-12%	-12%	-4%	2%	-3%	-1%	3%
Pol kappa inh	-2%	-25%	-10%	-3%[60.1 µM]	-4%	3%	-3%	4%[60.1 µM]
TRHR ag	-0.1	1.2	0.4	.	-0.6	0.6	-1.0	.
ERG Ets-DNA blk	.	9%	-8%	.	-10%	2%	0%	.
APE1 inh	-1%	8%	20%	4%	-4%	-3%	11%	7%
POLI inh	20%	?	?	.	75%[activator]	34%[activator]	4%	.

#9 CCc1ccc(-n2nc(C)c3c2NC(=O)CSC3c2ccc(OC)cc2OC)cc1 (stereo unspecified)
#10 CN1Cc2c(ccc3c2OCO3)[C@@H]2[C@@H](O)Cc3cc4c(cc3[C@@H]21)OCO4
#11 O=C1CC=C2C3CC4N(CCC45c4ccccc4N1C25)CC3=CCO (stereo unspecified)
#12 Cc1ccc(OCCn2cccc2/C=C2/C(=O)NC(=O)N(Cc3ccco3)C2=O)cc1
#13 O=C(Cn1c2c(c(-c3ccccc3Cl)cc1=O)CCC2)N1CCC2(CC1)OCCO2
#14 O=C(C[N+]12CCC(CC1)C(CO)C2)c1ccc(Br)cc1 (stereo unspecified)
#15 CC1(C)OC(c2ccccc2)=C/C(=C/C=C2C(=O)NC(=S)NC2=O)O1
#16 c1cncc([C@@H]2CCCCN2)c1
assay / compound	9	10	11	12	13	14	15	16
ALOX12 inh	-15%	.	?	35µM*	0%	0%	-25%	3%[176 µM]
POLB inh	-1%	.	.	-14%	-1%	2%	50µM*	.
Apoferritin bind	?	-6%[29.3 µM]	.	-20%	13%	1%	-15%	3%[29.3 µM]
BLM helicase inh	-7%	5%[21.4 µM]	.	-21%	-3%	0%	22µM*	-2%
Pol kappa inh	7%	-8%[12 µM]	-4%	28µM*	-4%	-21%	?	-10%[19.4 µM]
TRHR ag	-0.4	.	.	0.5	-1.8	1.4	11	.
ERG Ets-DNA blk	2%	.	9%	36%[activator]	-10%	8%	130%[activator]	.
APE1 inh	.	-2%[21 µM]	.	-10%	11%	31%	-11%	?
POLI inh	9%	.	13%	8.9µM*	3%	45%[activator]	?	.

#17 CCC(C(=O)Nc1ccccc1F)N1C(=O)CN=C(c2ccccc2)c2ccccc21 (stereo unspecified)
#18 CCC1(O)C(=O)OCc2c1cc1n(c2=O)Cc2cc3c(N)cccc3nc2-1 (stereo unspecified)
#19 CCN1CCN(c2ccc(N)cc2C)CC1
#20 CC1=C(C(=O)O)N2C(=O)C(NC(=O)c3nn(C)cc3[N+](=O)[O-])C2SC1 (stereo unspecified)
#21 COC(=O)C1=C(c2ccc(OC(F)(F)F)cc2)C[C@@H]2CC[C@H]1N2C(=O)N1CCC(O)CC1
#22 CCC(=NCc1ccco1)c1c(O)[nH]c(=O)[nH]c1=O
#23 Cc1[nH]c2c(C(F)(F)F)cccc2c1CCN
#24 Cc1ccc(S(=O)(=O)N2CCC(C(=O)N3CCC4(CC3)OCCO4)CC2)cc1
assay / compound	17	18	19	20	21	22	23	24
ALOX12 inh	-4%	-17%	-24%	?	12%	461%[activator]	5%	5%
POLB inh	0%	.	0%	19%	.	3%	6%	32%
Apoferritin bind	-10%	.	-9%	-1%	.	-7%	10%	-13%
BLM helicase inh	-2%	.	4%	-2%	.	1%	-11%	-2%
Pol kappa inh	-4%	-5%	-18%	-4%	-14%	11%	-12%	-9%
TRHR ag	-0.6	.	0.7	-0.7	-0.5	-0.1	1.8	-0.4
ERG Ets-DNA blk	0%	13%	-24%	3%	5%	4%	-13%	-2%
APE1 inh	.	.	-4%	-13%	8%	-3%	-3%	-1%
POLI inh	14%	36%[activator]	31%[activator]	?	33%[activator]	-5%	8%	1%[58.9 µM]

#25 Cn1c(O)c(C=NC2CCN(Cc3ccccc3)CC2)c(=O)n(C)c1=O
#26 ClCCN1CCN(c2ccnc3cc(Cl)ccc23)CC1
#27 CC(C(=O)c1c[nH]c2ccccc12)N1CCc2ccccc2C1 (stereo unspecified)
#28 Fc1cccc(CNCCc2c[nH]c3ccccc23)c1
#29 CCC1Nc2ncnc(N3CCN(c4ccccn4)CC3)c2N(Cc2ccc(Br)cc2)C1=O (stereo unspecified)
#30 CCC1C2Cn3c(nc4ccccc43)C1N(C)O2 (stereo unspecified)
#31 COC(=O)C1=C(C)NC(=S)NC1c1ccc(N(CCCl)CCCl)cc1Cl (stereo unspecified)
#32 Cc1ccc(N)c(C(=O)c2ccc(Br)cc2)c1
assay / compound	25	26	27	28	29	30	31	32
ALOX12 inh	4%	-14%	-30%	0%	?	?	35µM*	-13%
POLB inh	0%	-4%	2%	18%	.	4%	.	1%
Apoferritin bind	?	-10%	-14%	-15%	.	-10%	.	?
BLM helicase inh	-1%	-2%	-2%	-3%	.	-1%	.	-12%
Pol kappa inh	7%	-10%	1%	-3%	-14%	-5%	-8%	-2%
TRHR ag	0.2	0.4	0.0	0.6	.	0.2	.	-1.1
ERG Ets-DNA blk	-12%	6%	-7%	-7%	3%	0%	1%	-9%
APE1 inh	-5%	-3%	-6%	5%	3%	0%	.	?
POLI inh	44%[activator]	8%	-2%	8%	?	0%	-17%	-14%

#33 Cc1cc(OC(C)C(=O)NCc2ccncc2)c2c3c(c(=O)oc2c1)CCCC3 (stereo unspecified)
#34 N#CC(C#N)=Cc1ccc(-c2ccccc2)o1
#35 O=C(Nc1cccc(F)c1)N1CCCC2(CCN(C(=O)Oc3ccccc3)CC2)C1
#36 CC(=NCCC1=CCCCC1)c1c(O)n(C)c(=O)n(C)c1=O
#37 COC(=O)C1=C(c2cccc(OCc3ccccc3)c2)C[C@@H]2CC[C@H]1N2C(=O)NCCN1CCOCC1
#38 CC(C)Cn1c(-c2cccc(S(=O)(=O)N3CCOCC3)c2)n[nH]c1=S
#39 Oc1ccc(Cl)cc1Cc1ccccc1
#40 Cc1cnc2c(C(=O)O)c(Cl)ccc2c1
assay / compound	33	34	35	36	37	38	39	40
ALOX12 inh	-5%	.	3%[57.4 µM]	?	-6%	?	-20%	.
POLB inh	17%	47%	.	1%	.	.	.	.
Apoferritin bind	-6%	0%	.	-5%	.	.	.	2%
BLM helicase inh	-1%	1%	-1%	-5%	.	.	-5%	2%
Pol kappa inh	-1%	.	-7%[60.1 µM]	-17%	5%	4%	-9%	15%[60.1 µM]
TRHR ag	-1.9	-0.4	.	-0.3	-0.1	.	.	.
ERG Ets-DNA blk	-8%	.	.	-4%	-9%	5%	-3%	.
APE1 inh	25%	13%	5%	2%	26%	10%	?	-4%
POLI inh	-17%	.	.	2%	12%	28%	-14%	.

#41 CO/C1=C\C(C)=C\[C@@H](C)[C@@H](O)[C@@H](C)C/C(C)=C/C=C\[C@H](OC)C([C@@H](C)[C@@H](O)[C@H](C)[C@@]2(O)C[C@@H](O)[C@H](C)C(C(C)C)O2)OC1=O (stereo partly specified)
#42 CN1C(=O)N(C)C(=O)C2(Cc3c(ccc4ccccc34)N(C)C2)C1=O
#43 CC1CCCCN1Cc1c[nH]c2ccccc12 (stereo unspecified)
#44 O=C(c1ccc(Br)cc1)C12CN3CN(CN(C3)C1)C2
#45 NC(=O)COc1c(F)cc(SCCNS(=O)(=O)c2ccccc2)cc1F
#46 N[C@H](C(=O)O)c1cc(=O)[nH]o1
assay / compound	41	42	43	44	45	46
ALOX12 inh	.	0%	?	-2%	.	0%
POLB inh	.	36%	-2%	0%	9%[57.1 µM]	.
Apoferritin bind	-2%[3.34 µM]	-15%	-9%	-11%	.	.
BLM helicase inh	3%[2.38 µM]	-6%	-1%	-4%	-1%	1%
Pol kappa inh	-14%[2.39 µM]	-16%	-3%	-12%	-9%&9%[60.1 µM]	-7%[19.4 µM]
TRHR ag	.	0.0	0.6	-0.3	.	.
ERG Ets-DNA blk	.	-2%	-20%	-2%	.	.
APE1 inh	10%[2.36 µM]	-5%	7%	3%	-3%&-5%	?
POLI inh	.	24%	18%	16%	4%[58.9 µM]	.

Source: PubChem

Some of the compounds tested; the hit share may differ from the screen's.
